Screening data deposited in PubChem by several laboratories.
NPY-Y1 antag = blocks the human neuropeptide Y Y1 receptor; actives 1% (n = 200,000); inhibition, % at 3.6 µM; P25929; HEK293-CNG Y1 cells, membrane potential fluorescence; NPY at EC95, then isoproterenol;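 active means inhibition above the campaign mean inhibition of all tested compounds plus 3 SD, cut at about 20% in these data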;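 further: 0% = DMSO wells given NPY plus isoproterenol and 100% = isoproterenol alone without NPY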
Target sequence (P25929 whole entry, looked up): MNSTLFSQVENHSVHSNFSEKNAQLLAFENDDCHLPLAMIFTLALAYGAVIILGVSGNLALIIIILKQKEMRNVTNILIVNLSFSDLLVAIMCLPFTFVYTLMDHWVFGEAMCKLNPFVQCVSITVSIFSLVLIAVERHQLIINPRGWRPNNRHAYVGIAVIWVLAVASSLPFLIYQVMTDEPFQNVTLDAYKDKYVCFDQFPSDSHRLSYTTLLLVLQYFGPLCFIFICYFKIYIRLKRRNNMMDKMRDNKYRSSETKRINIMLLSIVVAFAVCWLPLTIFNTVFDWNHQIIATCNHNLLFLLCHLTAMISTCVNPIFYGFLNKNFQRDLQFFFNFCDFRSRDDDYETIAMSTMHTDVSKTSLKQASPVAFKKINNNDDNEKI
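Assay system: HEK293 cells with Y1 receptor plus CNG channel | Probe or stimulus: NPY (25 nM), isoproterenol (1 µM), Ro 20-1724 (25 µM) | Timing: Compound incubation 1 h at room temperature, readout 45 min post-stimulation | Measured by: Membrane-potential fluorescent dye readout | Benchmarks: High control isoproterenol alone, low control NPY with isoproterenol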
NPY2 pot ag = potentiates or activates human NPY-Y2 receptor; AID 1359; actives 0.45% (n = 220,000); P49146; activation, % at 3.6 µM; cells expressing NPY-Y2, potentiator/agonist read-out; in the data active means activation above about 27%;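 further: cells stimulated with NPY near EC25 plus isoproterenol at EC100; 0% = vehicle plus submaximal agonist and 100% = vehicle plus saturating agonist; some results beyond the cut were filed as inactive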
p97 inhibitor = blocks human p97 ATPase activity; P55072; recombinant p97 ATPase, Kinase-Glo ATP luminescence, 3 h; inhibition, % at 8 µM; actives 0.42% (n = 220,000); AID 1481; in the data active means inhibition above about 15%;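 further: 0% = DMSO vehicle and 100% = wells lacking enzyme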
Runt-SMMHC FRET = blocks binding of human RUNX1 Runt domain to CBFb-SMMHC; Q01196+Q13951; Cerulean-Runt/Venus-CBFb-SMMHC FRET ratio 530/480, 1 h; inhibition, % at 20 µM; actives 0.74% (n = 220,000);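 active means mean inhibition across duplicate retests at 20 µM reaching about 50%, limit read from the data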;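 further: 0% = DMSO wells and 100% = wells with excess untagged CBFb-SMMHC; inhibitors lower the FRET ratio by blocking Runt binding to CBFb-SMMHC; some results filed as inactive read as strong as hits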
Runt-CBFb FRET = inhibitors of human RUNX1 Runt domain binding to CBFb | inhibition, % at 20 µM | Cerulean-Runt/Venus-CBFb FRET ratio 530/480, 1 h | actives 0.46% (n = 220,000) | AID 1496;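 active means inhibition over about 50% at 20 µM in the single-dose screen, limit read from the data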;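 further: 0% = DMSO wells and 100% = excess unlabeled CBFb competitor control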
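Assay system: Cerulean-Runt domain fusion protein, energy donor; Signal: fluorescence energy transfer, 422 nm excitation, 530/480 nm emission; Timing: 1 h compound exposure, room temperature; Control set: unlabeled CBFb; Medium: Tris buffer pH 7.5 with salts and BSA; Compound: single test concentration of 20 µM, 1% DMSO final; Probe or stimulus: Venus-CBFb 100 nM.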
NPY-Y1 PAM-ag = human NPY-Y1 potentiation or agonism, primary screen. P25929. NPY-Y1 expressing cells, potentiator/agonist activation. activation, % at 3.6 µM. actives 0.37% (n = 220,000); in the data active means activation above about 33%, passing the limit was not always enough;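 further: cells stimulated with NPY at EC10 then isoproterenol at EC100; 0% = low agonist plus stimulus and 100% = saturating agonist plus stimulus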
MDM2 E3 inh = blocks human Mdm2 ubiquitin ligase activity | Q00987 | cell-based MDM2 ubiquitination luciferase reporter, 2 h; 0 = plate control, 100 = twice control, blank-subtracted | signal enhancement, % at 5 µM | actives 0.11% (n = 210,000);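 active means signal enhancement of 30% or more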;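 further: luminescence tracks abundance of the self-degrading MDM2-luciferase fusion protein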
Target sequence (Q00987 whole entry, looked up, the tested form may be a part): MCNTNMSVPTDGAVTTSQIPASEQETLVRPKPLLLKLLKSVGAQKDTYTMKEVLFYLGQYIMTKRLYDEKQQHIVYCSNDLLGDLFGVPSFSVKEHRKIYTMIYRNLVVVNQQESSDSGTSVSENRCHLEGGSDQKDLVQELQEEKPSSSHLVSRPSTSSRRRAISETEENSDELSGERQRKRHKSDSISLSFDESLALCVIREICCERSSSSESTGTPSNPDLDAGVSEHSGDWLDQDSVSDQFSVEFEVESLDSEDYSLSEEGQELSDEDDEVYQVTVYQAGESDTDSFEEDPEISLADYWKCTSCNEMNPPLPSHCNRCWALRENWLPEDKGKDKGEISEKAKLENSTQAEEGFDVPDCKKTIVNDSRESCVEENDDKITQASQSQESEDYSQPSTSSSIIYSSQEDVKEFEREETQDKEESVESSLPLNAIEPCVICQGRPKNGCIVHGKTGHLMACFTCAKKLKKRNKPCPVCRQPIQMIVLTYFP
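Buffer or medium: Cells held in DMEM | Assay system: Stable mammalian line carrying autodegrading MDM2–luciferase fusion reporter | Quantity: 2000 cells/well | Times: 4 h settle plus 2 h compound, 37 °C | Doses: One concentration, 5 µM, with 0.2% DMSO | Technique: Luminescence with SteadyLite reagent, 15 min at room temperature | Benchmarks: Plate controls and plate blanks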
Hck-Nef inh = inhibitors of human Hck kinase activated by Nef; actives 0.68% (n = 220,000); inhibition, % at 20 µM; Recombinant Hck-YEEI plus Nef, Z-Lyte FRET kinase assay; AID 463187; P08631;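 active means Hck-Nef kinase inhibition above about 50%, limit read from the data; inactive means inhibition below that limit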;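 further: 0% = DMSO with Hck plus Nef and 100% = Hck alone without Nef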
RBBP9 inh = inhibitors of human serine hydrolase RBBP9 | recombinant RBBP9, FP-Rh probe fluorescence polarization | inhibition, % at 7.94 µM | actives 0.2% (n = 220,000) | AID 1515;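 active means inhibition above the campaign mean of all tested compounds plus 3 SD, cut at about 14% in these data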;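 further: plate controls were DMSO wells with RBBP9 for no effect and wells lacking RBBP9 protein for full effect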
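Test system: recombinant human RBBP9. Quantity: 2.5 µM RBBP9 dispensing solution, before mixing. Detection: FP readout at 525/598 nm. Reagent: Serine-hydrolase probe FP-Rh, 375 nM pre-mixing. Measure: % inhibition. Control set: DMSO-treated enzyme wells and wells lacking RBBP9. Buffer or medium: Tris-NaCl-Pluronic buffer, pH 8.0. Times: preincubation 30 min plus labeling 45 min at 25 °C.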
* marks the source's active call; other numbers are inactive results; x = not tested or not shown.

1) O=C(NCC1OCCc2ccccc21)c1ccc(NC(=O)c2ccc(Cl)cc2)cc1 (stereo unspecified)
2) CCOc1ccc(S(=O)(=O)N(C)c2ccc(OCC(=O)NCCc3ccc(OC)cc3)cc2)cc1
3) CC(C)=CCN1CCN(Cc2cnc(C)s2)CC1CCO (stereo unspecified)
4) Cc1c(C2Nc3ccccc3NC3=C2C(=O)CC(C)(C)C3)cnn1C (stereo unspecified)
5) Cc1ccc(OCC(=O)c2cc(C)n(C)c2C)c([N+](=O)[O-])n1
6) CC1=C(C(=O)N2CCOCC2)C(c2ccccc2F)C2=C(CCCC2=O)N1 (stereo unspecified)
7) CCN1C(=C(C#N)C#N)C=Cc2cc(C)ccc21
8) COc1ccc(CNC(=O)c2cnn3c(C(F)F)cc(C)nc23)cc1
9) CCSc1nc2ccccc2c(=O)n1C1CCOC(C)(C)C1 (stereo unspecified)
10) CCCOc1ccccc1C1CC(=O)NC2=C1C(=O)CCC2 (stereo unspecified)

Assay by compound,1,2,3,4,5,6,7,8,9,10
NPY-Y1 antag,-6,x,3,-1,-1,1,0,4,6,-3
NPY2 pot ag,18,-16,5,-3,-5,5,1,-19,7,8
p97 inhibitor,5,-4,-1,2,2,3,2,-1,1,6
Runt-SMMHC FRET,0,-3,2,-192,12,-24,77*,2,1,1
Runt-CBFb FRET,2,-2,0,-93,10,1,-36,-3,0,-2
NPY-Y1 PAM-ag,38,2,1,-22,12,-2,13,-60,-9,23
MDM2 E3 inh,-10,x,4,-1,-3,-4,-8,6,-4,-17
Hck-Nef inh,2,28,-1,8,4,6,19,3,28,1
RBBP9 inh,5,-2,-6,-4,-5,1,6,-7,-1,-9

Shown as labelled records: 2 of the compounds above
[5] Cc1ccc(OCC(=O)c2cc(C)n(C)c2C)c([N+](=O)[O-])n1
  NPY-Y1 antag = -1 | NPY2 pot ag = -5 | p97 inhibitor = 2 | Runt-SMMHC FRET = 12 | Runt-CBFb FRET = 10 | NPY-Y1 PAM-ag = 12 | MDM2 E3 inh = -3 | Hck-Nef inh = 4 | RBBP9 inh = -5

[6] CC1=C(C(=O)N2CCOCC2)C(c2ccccc2F)C2=C(CCCC2=O)N1 (stereo unspecified)
  NPY-Y1 antag = 1 | NPY2 pot ag = 5 | p97 inhibitor = 3 | Runt-SMMHC FRET = -24 | Runt-CBFb FRET = 1 | NPY-Y1 PAM-ag = -2 | MDM2 E3 inh = -4 | Hck-Nef inh = 6 | RBBP9 inh = 1

(next part)
11) COc1cccc(C(=O)Nc2nc(-c3ccncc3)cs2)c1
12) Cc1nc(CC(=O)N2CCN(c3cccc(C)c3C)CC2)cs1
13) CCOC(=O)CSc1nc2sc3c(c2c(=O)[nH]1)CC(C)(C)OC3
14) CCOc1ccc(Nc2nc3ccccc3n3cnnc23)cc1
15) COc1ccc(/C=N/n2c(=O)[nH]c3c([nH]c4ccc(F)cc43)c2=O)cc1CN1CCCCC1
16) CCC(CC)C(=O)Nc1cc(C(=O)OC)ccc1C(=O)OC
17) C=CCn1c(NCc2ccc3c(c2)OCO3)nc2ccccc21
18) Cc1cccc(N2CCN(c3nc4nonc4nc3N3CCSCC3)CC2)n1
19) O=C1C(Nc2ccc(O)cc2)=C/C(=N/S(=O)(=O)c2cccs2)c2ccccc21
20) O=C(Cn1ncc2c(=O)oc3ccccc3c21)NCC1CCCO1 (stereo unspecified)

Assay by compound,11,12,13,14,15,16,17,18,19,20
NPY-Y1 antag,-2,-4,-8,x,x,-3,10,6,-21,-4
NPY2 pot ag,3,-11,-11,-6,-9,-4,-1,2,68*,3
p97 inhibitor,-1,-3,5,1,5,-3,5,2,13,0
Runt-SMMHC FRET,-3,-4,-1,-2,3,4,2,-4,8,-1
Runt-CBFb FRET,-1,-2,-1,-6,-1,0,-1,-1,3,0
NPY-Y1 PAM-ag,-2,-15,20,5,37,3,-22,-1,70*,-5
MDM2 E3 inh,-4,-7,-11,0,-14,-9,-23,7,-23,-17
Hck-Nef inh,32,1,2,-10,-9,0,0,14,20,20
RBBP9 inh,-2,1,1,-9,-7,-1,-7,-9,5,-5

21) COc1ccc(CN2c3cc(S(=O)(=O)N4CCOCC4)ccc3N3CCCC32)cc1 (stereo unspecified)
22) O=C(NC1CC1)c1ccc(CN(c2ccccc2)S(=O)(=O)c2ccccc2)cc1
23) Cc1cccc(C)c1NC(=O)NC1CC2CCC(C1)N2Cc1cccs1 (stereo unspecified)
24) CC(C)(C)NS(=O)(=O)c1ccc(CCC(=O)Nc2ccc3c(c2)OCO3)cc1
25) COc1ccc(NC2(c3ccccc3)OC(=O)c3ccccc32)cc1 (stereo unspecified)
26) CC(=O)c1ccc(-c2nc3c4ccccc4ccn3c2C(C)=O)o1
27) CCOc1ccc2ncc(S(=O)(=O)c3ccccc3)c(N3CCN(c4ccc(OC)cc4)CC3)c2c1
28) COc1cc(S(=O)(=O)N(CCc2ccccc2)Cc2cccs2)ccc1-n1cnnn1
29) CC(C)Cn1nc(NC(=O)C(C)(C)C)c2cc3ccccc3nc21
30) Cc1cc(=O)oc2c3c4c(cc12)OCCN4CCC3

Assay by compound,21,22,23,24,25,26,27,28,29,30
NPY-Y1 antag,3,-1,6,3,5,0,0,7,4,3
NPY2 pot ag,9,-5,-7,13,3,-5,4,8,-3,16
p97 inhibitor,-3,3,-3,2,3,0,2,-5,0,1
Runt-SMMHC FRET,-2,2,2,-2,-4,3,4,0,24,x
Runt-CBFb FRET,2,-2,-2,0,1,5,0,-3,11,4
NPY-Y1 PAM-ag,3,2,-20,-7,10,10,-2,0,-5,-6
MDM2 E3 inh,-6,-19,-2,-13,-18,-2,-10,x,-12,-7
Hck-Nef inh,0,2,0,-8,21,2,4,-8,17,72*
RBBP9 inh,-3,-4,-8,-18,1,-3,-5,-10,1,-6

31) O=C(NCc1ccncc1)c1ccc(N2CCCC2)c([N+](=O)[O-])c1
32) O=C(COC(=O)c1ccc2ccccc2c1)NCCCc1ccccc1
33) CCN(CC)S(=O)(=O)c1cccc(C(=O)c2c(C)cc3ccccn23)c1
34) Cc1ccc(N(C(=O)c2csnn2)C(C(=O)NC(C)(C)C)c2cccnc2)cc1C (stereo unspecified)
35) Cc1cc(C)c2c(CC(=O)NN(C)C)coc2c1
36) O=C(CSc1nc2ccccc2[nH]1)Nc1ccc(F)c(F)c1
37) CCOc1ccc2nc(SC3CC(=O)N(c4cccc(OC)c4)C3=O)sc2c1 (stereo unspecified)
38) O=c1[nH]c2cc3c(cc2cc1CN(Cc1nnnn1CC1CCCO1)C1CCCC1)OCO3 (stereo unspecified)
39) COc1cccc(/C(C)=N/Nc2ncc(Cl)cc2Cl)c1
40) COc1ccc(/C=C/C(=O)c2ccccc2)cc1COc1ccccc1F

Assay by compound,31,32,33,34,35,36,37,38,39,40
NPY-Y1 antag,3,7,12,9,-1,6,0,1,3,11
NPY2 pot ag,7,7,-17,-9,15,-5,-22,0,17,-17
p97 inhibitor,5,-3,6,-1,4,-6,-1,5,6,-2
Runt-SMMHC FRET,-1,1,-10,1,-1,0,7,-142,2,-8
Runt-CBFb FRET,-1,-2,-4,0,0,1,11,-5,-1,-2
NPY-Y1 PAM-ag,8,-24,3,-5,13,-58,-21,-7,-13,-36
MDM2 E3 inh,-7,-17,13,-6,x,-9,1,30*,x,-6
Hck-Nef inh,16,1,5,24,-1,0,5,2,3,5
RBBP9 inh,-3,-3,-3,-6,-7,-12,-1,-3,-5,-11

41) COc1ccc(C(=O)Nc2cc(C)on2)cc1
42) Cn1cc([N+](=O)[O-])c(C(=O)Nc2cc(Oc3cccnc3)cc([N+](=O)[O-])c2)n1
43) CCCn1nnc(NC(=O)c2ccc(-c3cccc(Cl)c3)o2)n1
44) COc1ccc(S(=O)(=O)Cc2ccc(C(=O)N3CCN(c4ccc(Cl)cc4)CC3)o2)cc1
45) CCO[C@@H]1OC(C(=O)N2CCOCC2)=C[C@H](c2ccc(C(F)(F)F)cc2)[C@H]1CCCO
46) S=C(NC12CC3CC(CC(C3)C1)C2)N1CCCC1
47) CCN(CC(=O)NC(C)C)C(=O)C(CCSC)NC(=O)c1cccc(C)c1 (stereo unspecified)
48) CC1CC(=O)N(c2ccc(NCc3ccccc3Cl)c([N+](=O)[O-])c2)C1=O (stereo unspecified)

Assay by compound,41,42,43,44,45,46,47,48
NPY-Y1 antag,-1,10,3,9,0,-3,3,2
NPY2 pot ag,2,-10,-18,2,-14,16,22,-2
p97 inhibitor,2,-1,4,4,0,2,1,3
Runt-SMMHC FRET,1,0,0,-4,-1,1,2,-1
Runt-CBFb FRET,-1,-2,1,-7,-2,-5,-1,-3
NPY-Y1 PAM-ag,12,-5,20,3,5,-1,-3,5
MDM2 E3 inh,-9,-2,-16,-10,x,-7,-17,11
Hck-Nef inh,-2,1,-1,2,7,3,4,3
RBBP9 inh,5,-6,0,-11,-2,-6,-6,1

One compound at a time, as listed above.
`O=c1[nH]c2cc3c(cc2cc1CN(Cc1nnnn1CC1CCCO1)C1CCCC1)OCO3` (stereo unspecified) in the list: NPY-Y1 antag = 1; NPY2 pot ag = 0; p97 inhibitor = 5; Runt-SMMHC FRET = -142; Runt-CBFb FRET = -5; NPY-Y1 PAM-ag = -7; MDM2 E3 inh = 30*; Hck-Nef inh = 2; RBBP9 inh = -3
`O=C(COC(=O)c1ccc2ccccc2c1)NCCCc1ccccc1` in the list: NPY-Y1 antag = 7; NPY2 pot ag = 7; p97 inhibitor = -3; Runt-SMMHC FRET = 1; Runt-CBFb FRET = -2; NPY-Y1 PAM-ag = -24; MDM2 E3 inh = -17; Hck-Nef inh = 1; RBBP9 inh = -3
